NSD2 inh – NSD2 (human) methyltransferase inhibition; O96028; NSD2 peptide methylation, AlphaScreen, 120 min; inhibition, % at 12.5 µM; hit rate 0.54% among 310,000; AID 743445; in the data active means inhibition above about 50%
PfHsp90 set2 – growth inhibition of yeast expressing Plasmodium Hsp90 | AID 504621 | S. cerevisiae expressing PfHsp90, BacTiter-Glo ATP, 48 h; yeast lacking PDR1 and PDR3 efflux regulators | inhibition, % at 9.4 µM | hit rate 0.32% among 310,000;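 active means every replicate shows inhibition above about 80%, whatever the replicate mean, limit read from the data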;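 further: 0% = DMSO neutral controls and 100% = 20 µM radicicol positive controls; yeast relying on Plasmodium falciparum Hsp90 in place of its own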
CAL PDZ FP-1 – blocks peptide binding to human CAL PDZ domain | Q9HD26 | purified CAL PDZ, TMR-peptide fluorescence polarization, 1 h | inhibition, % at 20 µM | hit rate 0.02% among 330,000 | AID 504414;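 active means highest replicate inhibition of at least 40%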;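 further: plate controls were DMSO neutral control wells for no effect and unlabeled competitor peptide control wells for full effect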
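Material – purified CerCALP PDZ construct · Detection – FP readout, S and P plane fluorescence · Measure – percent inhibition from loss of millipolarization · Controls – unlabelled peptide for full inhibition, DMSO wells as neutral · Probe or stimulus – TMR-labelled reporter peptide T*-PRC34 bound in PDZ groove · Times – 1 h at RT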
CAL PDZ FP-2 – CAL PDZ (human) peptide binding inhibition. hit rate 0.92% among 300,000. purified CAL PDZ, TMR-peptide fluorescence polarization, 1 h. Q9HD26. inhibition, % at 24.9 µM. AID 602252;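 active means mean inhibition of at least 30% with at least half of replicates also reaching 30%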;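 further: 0% = DMSO neutral control and 100% = excess unlabeled competitor peptide PRC23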
Rtt109 Vps75 – blocks Candida albicans Rtt109/Vps75 acetyltransferase activity | Q5AAJ8 | purified Rtt109/Vps75, ThioGlo CoA-SH fluorescence, 4 h | inhibition, % at 34.9 µM | hit rate 0.16% among 330,000 | AID 540336;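 active means inhibition of at least 50% in every replicate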
Target sequence (Q5AAJ8 whole entry, looked up): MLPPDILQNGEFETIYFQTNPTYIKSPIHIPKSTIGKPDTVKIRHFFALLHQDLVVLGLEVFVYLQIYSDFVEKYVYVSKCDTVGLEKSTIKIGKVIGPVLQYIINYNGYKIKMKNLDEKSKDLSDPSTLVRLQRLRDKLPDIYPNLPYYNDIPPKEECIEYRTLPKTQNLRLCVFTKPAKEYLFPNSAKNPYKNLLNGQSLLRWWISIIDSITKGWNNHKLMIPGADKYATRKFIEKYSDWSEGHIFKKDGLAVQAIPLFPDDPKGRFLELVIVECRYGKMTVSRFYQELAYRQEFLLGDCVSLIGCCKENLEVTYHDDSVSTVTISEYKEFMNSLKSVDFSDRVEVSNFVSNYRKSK
SR-BI HDL uptake – blocks mouse SR-BI lipid uptake from DiI-HDL. hit rate 0.96% among 320,000. AID 488896. inhibition, % at 12.5 µM. Q61009. ldlA[mSR-BI] CHO cells, DiI-HDL uptake fluorescence, 3 h;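 active means mean replicate inhibition of at least 70% and a set share of replicates each scoring 70 or more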;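 further: 0% = median of neutral control wells and 100% = median of positive control wells; values of inactives mirror those of a sister screen read the other way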
Target sequence (Q61009 whole entry, looked up): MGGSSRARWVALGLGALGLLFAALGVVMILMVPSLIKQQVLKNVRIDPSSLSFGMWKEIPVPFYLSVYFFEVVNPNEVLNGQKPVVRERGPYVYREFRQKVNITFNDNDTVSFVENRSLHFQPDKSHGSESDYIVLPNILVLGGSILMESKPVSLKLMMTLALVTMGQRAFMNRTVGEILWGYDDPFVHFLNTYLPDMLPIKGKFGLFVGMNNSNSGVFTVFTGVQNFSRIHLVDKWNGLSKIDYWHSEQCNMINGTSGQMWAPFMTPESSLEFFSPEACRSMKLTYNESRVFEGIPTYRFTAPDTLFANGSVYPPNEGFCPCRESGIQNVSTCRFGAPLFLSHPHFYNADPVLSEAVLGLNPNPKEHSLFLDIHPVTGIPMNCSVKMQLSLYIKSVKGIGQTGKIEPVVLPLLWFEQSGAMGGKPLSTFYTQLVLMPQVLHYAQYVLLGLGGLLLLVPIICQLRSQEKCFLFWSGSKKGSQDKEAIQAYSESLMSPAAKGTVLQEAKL
dFosB act – activators of mouse delta FosB homodimer | P13346 | purified delta FosB, TAMRA-CDK5 oligo fluorescence polarization; percent of positive-control signal above neutral wells | activation, % at 25 µM | hit rate 0.99% among 340,000;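 active means mean activation above about 17%, with every replicate also reaching it, limit read from the data, passing the limit was not always enough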;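 further: fluorescence polarization rise as delta FosB binds a TAMRA Cdk5 AP-1 oligo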
SR-BI DiI-HDL act – SR-BI HDL lipid transfer activation; CHO ldlA[mSR-BI] cells, DiI-HDL uptake fluorescence, 3 h; 100 = double the neutral-control signal; AID 504775; hit rate 0.096% among 320,000; activation, % at 12.5 µM;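 active means mean replicate activation of at least 60% and every replicate at or above 60%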;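 further: 0% = median plate neutral-control signal and 100% = twice that signal; values of inactives mirror those of a sister screen read the other way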
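Test system: SR-BI-overexpressing, LDLR-lacking CHO cells; Medium: Ham's F12 with 0.5% BSA, HEPES 25 mM, pH 7.4; Schedule: 3 h, 37 °C; Technique: bottom-read fluorescence, 550/595 nm.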
PvdQ acylase – blocks Pseudomonas aeruginosa PvdQ acylase activity. purified PvdQ acylase, fluorescence plate reader. inhibition, % at 10 µM. hit rate 0.063% among 340,000. AID 488965; in the data active means inhibition above about 30%, passing the limit was not always enough;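 further: 0% = vehicle neutral wells and 100% = reference inhibitor wells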
MITF act – MITF TRPM1 promoter activation in melanoma cells; activation, % at 12.5 µM; hit rate 0.75% among 300,000; AID 588334; SK-MEL-5 TRPM1-promoter luciferase, 24 h; % of positive control, neutral wells = 0;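 active means mean activation of at least 80% with every replicate also reaching 80%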;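 further: 0% = neutral control wells and 100% = parthenolide positive control wells; values of inactives mirror those of a sister screen read the other way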
An asterisk follows results filed as active; · = not tested or not shown. Not a hit list. About 4.3% of those tested had a hit in this group.

1: C/C(N)=C(/C#N)C(=O)CSc1nc2ccccc2c(=O)n1CCCO
2: COc1ccccc1C(=O)OCC(=O)Nc1ccccc1OC(F)F
3: COc1ccc(CN(C)C(=O)c2ccc(NS(=O)(=O)c3ccc(C)c([N+](=O)[O-])c3)cc2)c(OC)c1OC
4: COc1ccc(C(=O)OCC(=O)c2ccc3c(c2)NC(=O)CO3)cc1[N+](=O)[O-]
5: CN(C)S(=O)(=O)c1ccc(F)c(C(=O)Nc2ccccc2C(=O)NC2CC2)c1
6: CC(Oc1ccc(Br)cc1)C(=O)NC1CCN(Cc2ccccc2)CC1 (stereo unspecified)
Compound,1,2,3,4,5,6
NSD2 inh,-1,-3,3,-1,8,4
PfHsp90 set2,3,8,3,-1,-21,11
CAL PDZ FP-1,-2.6,-0.5,-2.8,0.7,-0.2,-2.6
CAL PDZ FP-2,-2,-2,-3,7,·,-1
Rtt109 Vps75,-5,0,0,-7,-6,3
SR-BI HDL uptake,-1,-1,-13,18,4,-12
dFosB act,-7,-5,-7,7,-8,-3
SR-BI DiI-HDL act,1,1,13,-18,-4,12
PvdQ acylase,-10,8,4,-11,-1,-5
MITF act,-5,4,15,-3,-4,14

7: Cc1ccccc1NS(=O)(=O)c1ccc(C(=O)NCC(C)(C)N2CCOCC2)cc1
8: Cc1ccc(S(=O)(=O)N(C)CC(=O)Nc2cc(C)ccn2)cc1
9: O=C1N(c2cccc(Cl)c2)C(c2ccc(Cl)cc2)N2CCCN12 (stereo unspecified)
10: COc1ccccc1S(=O)(=O)Cc1ccc(C(=O)NCc2cccnc2)o1
11: O=C1COc2ccc(C(=O)COC(=O)c3ccccc3Cl)cc2N1
12: COc1ccc(C(=O)NCc2ccc3c(c2)OCO3)cc1
Compound,7,8,9,10,11,12
NSD2 inh,-1,-1,-3,·,-1,-2
PfHsp90 set2,9,·,-7,-23,6,2
CAL PDZ FP-1,-2.5,-1.0,-1.4,-1.3,-0.7,-0.4
CAL PDZ FP-2,-2,1,-2,·,-3,-7
Rtt109 Vps75,-8,5,0,-13,3,-9
SR-BI HDL uptake,6,-8,-33,-1,8,-19
dFosB act,-5,-4,-7,-5,-24,9
SR-BI DiI-HDL act,-6,8,33,1,-8,19
PvdQ acylase,-7,-2,-15,-12,8,-3
MITF act,-23,7,-12,-3,10,5

13: CN(CCO)S(=O)(=O)c1ccc2c(c1)C(=O)c1cc(S(=O)(=O)N(C)CCO)ccc1-2
14: Cc1ccc(C(=O)NCCCNC(=O)c2ccccc2C)cn1
15: CC(C)C[C@H](NC(=O)C1CC(=O)N(c2ccc3c(c2)OCO3)C1)C(=O)NC1CCCCC1 (stereo partly specified)
16: CCOc1cc(C(=O)Nc2ccc3c(c2)OCO3)ccc1OC(F)F
17: CN(C(=O)c1ccc(NC(=O)Cc2ccc(NC(=O)C3CCN(C(=O)C4CCCCC4)CC3)cc2)cc1)C1CCCC1
18: CC(CCc1ccccc1)NC(=O)COC(=O)c1ccc(NC(=O)CC#N)cc1 (stereo unspecified)
Compound,13,14,15,16,17,18
NSD2 inh,1,-4,45,0,·,-2
PfHsp90 set2,21,-12,7,12,17,-13
CAL PDZ FP-1,-0.3,-1.9,-3.0,-2.3,-0.4,-0.9
CAL PDZ FP-2,-1,4,-1,-2,-4,-5
Rtt109 Vps75,-2,30,-7,2,15,·
SR-BI HDL uptake,-12,·,-5,89*,2,19
dFosB act,-1,1,-3,15,-6,-6
SR-BI DiI-HDL act,12,·,5,-89,-2,-19
PvdQ acylase,-12,-1,-1,-12,-19,-3
MITF act,0,-4,-10,63,-7,0

19: Cc1c(C(=O)N(C)C)sc(NC(=O)c2cc([N+](=O)[O-])cc([N+](=O)[O-])c2)c1C#N
20: O=C1Cc2ccccc2C(c2c(Cl)cccc2Cl)N1 (stereo unspecified)
21: Cn1nnnc1SCC(=O)N1CCN(C(c2ccccc2)c2ccccc2)CC1
22: CC(NC(=S)N1CCN(c2ccccc2)CC1)c1ccccc1 (stereo unspecified)
23: COC(=O)Nc1nc2c(C)cccc2s1
24: Cc1nn(C)c(C(=O)N2CCOCC2)c1Cl
Compound,19,20,21,22,23,24
NSD2 inh,8,-7,1,-3,1,-2
PfHsp90 set2,-15,0,4,10,·,-9
CAL PDZ FP-1,·,-2.2,0.9,-0.9,-1.4,0.0
CAL PDZ FP-2,-5,·,-2,-5,-4,4
Rtt109 Vps75,17,5,8,-5,6,-2
SR-BI HDL uptake,-2,-37,-17,15,2,-22
dFosB act,-7,-6,-2,6,-14,2
SR-BI DiI-HDL act,2,37,17,-15,-2,22
PvdQ acylase,4,-1,-10,-11,-10,-9
MITF act,-3,·,-4,0,34,-10

Reprinted from the part before: 4 compounds, then new ones.
21: Cn1nnnc1SCC(=O)N1CCN(C(c2ccccc2)c2ccccc2)CC1
22: CC(NC(=S)N1CCN(c2ccccc2)CC1)c1ccccc1 (stereo unspecified)
23: COC(=O)Nc1nc2c(C)cccc2s1
24: Cc1nn(C)c(C(=O)N2CCOCC2)c1Cl
25: Cc1ccc(NS(=O)(=O)c2ccc(C(=O)NCCN3CCOCC3)cc2)cc1
26: c1ccc(OCc2nn3c(-c4ccco4)nnc3s2)cc1
27: COc1ccc(C(c2nnnn2C2CCCC2)N2CCc3ccccc3C2)cc1OC (stereo unspecified)
28: Cc1ccc(CS(=O)Cc2ccc(C(=O)NCCc3ccccc3)o2)cc1 (stereo unspecified)
29: CC(=O)OCCCCCCCCCCC[N+]1(C)CCCCC1
30: CC1=C(C(=O)OCc2ccc3c(c2)OCO3)C(c2ccc(Cl)cc2)NC(=O)N1 (stereo unspecified)
Compound,21,22,23,24,25,26,27,28,29,30
NSD2 inh,1,-3,1,-2,-1,15,1,2,-2,-7
PfHsp90 set2,4,10,·,-9,·,·,14,25,-7,-15
CAL PDZ FP-1,0.9,-0.9,-1.4,0.0,0.1,-3.9,0.9,0.2,0.2,-1.9
CAL PDZ FP-2,-2,-5,-4,4,·,-1,-2,·,0,1
Rtt109 Vps75,8,-5,6,-2,14,·,6,4,-3,-1
SR-BI HDL uptake,-17,15,2,-22,-6,-6,-21,0,-14,44
dFosB act,-2,6,-14,2,-3,-11,-9,-9,0,-13
SR-BI DiI-HDL act,17,-15,-2,22,6,6,21,0,14,-44
PvdQ acylase,-10,-11,-10,-9,6,-2,-6,-9,-4,-9
MITF act,-4,0,34,-10,1,·,2,4,-17,-54

31: CCN(C(=O)CN1CCc2ccccc21)c1c(N)n(Cc2ccccc2)c(=O)[nH]c1=O
32: C=CCNC(=S)N/N=C/c1ccc(-c2ccc(Br)cc2)o1
33: c1ccc(Nc2ccc(-n3ccnc3)nn2)cc1
34: Cc1ccccc1C(=O)NC(CC(C)C)C(=O)NN1C(=O)c2ccccc2C1=O (stereo unspecified)
35: Cc1c(N(C)S(=O)(=O)c2ccc(Cl)c(C(=O)N3CCC(C(N)=O)CC3)c2)c(=O)n(-c2ccccc2)n1C
36: CS(=O)(=O)N(CC(=O)Nc1ccccc1-c1ccccc1)c1ccc(F)cc1
Compound,31,32,33,34,35,36
NSD2 inh,4,-5,-3,-2,-2,-1
PfHsp90 set2,0,5,21,-3,2,-16
CAL PDZ FP-1,-0.1,-3.4,-2.3,-1.6,-3.0,-0.5
CAL PDZ FP-2,·,-2,-1,·,-3,·
Rtt109 Vps75,-19,-1,-2,9,1,-4
SR-BI HDL uptake,-28,82*,·,-14,-9,5
dFosB act,4,-5,-1,-6,-2,-5
SR-BI DiI-HDL act,28,-82,·,14,9,-5
PvdQ acylase,5,3,-9,-1,9,-3
MITF act,-1,14,-4,0,2,1

37: CC1=C(C(=O)N2CCCC(C(=O)c3cccc4ccccc34)C2)OCCO1 (stereo unspecified)
38: CCOCC(=O)Nc1cc(Cl)ccc1C
39: COc1ccc(NS(=O)(=O)c2cccc(-c3n[nH]c(=S)n3Cc3ccccc3)c2)cc1
40: CC(=O)C1=C(C)NC(SCC(=O)Nc2nc3ccccc3s2)=C(C#N)C1c1ccc(Cl)cc1 (stereo unspecified)
41: Cc1cc(C(F)F)n2ncc(C(=O)NCc3ccc(F)cc3)c2n1
42: CCOc1ccc(C(=O)NCC(=O)OCC(=O)Nc2cccc(S(=O)(=O)N3CCCC3)c2)cc1
Compound,37,38,39,40,41,42
NSD2 inh,15,9,3,-3,·,·
PfHsp90 set2,-47,-30,5,-16,-8,9
CAL PDZ FP-1,-1.8,-0.5,-1.7,-2.2,-0.7,-2.3
CAL PDZ FP-2,2,-3,-2,-2,0,-1
Rtt109 Vps75,1,0,25,-4,1,1
SR-BI HDL uptake,·,-7,-9,3,·,·
dFosB act,-7,-5,-9,10,-2,-3
SR-BI DiI-HDL act,·,7,9,-3,·,·
PvdQ acylase,-15,-17,-16,-6,-2,-9
MITF act,3,5,9,-7,8,1

43: Cc1cc(C)c(NC(=O)Cn2cc3c(n2)CCCC3)c(C)c1
44: CC1CCN(CCCNS(=O)(=O)c2cc(Br)cc3c2N(C(=O)C2CC2)CC3)CC1
45: CCCCOc1ccc(Cn2c(=O)oc3ccccc32)cc1
46: CSc1ccc(/C=C/C(=O)c2ccc(NC(=O)Cc3ccccc3)cc2)cc1
47: CCOc1ccc(C2(C)NC(=O)N(CCN(C)C)C2=O)cc1 (stereo unspecified)
48: O=C(Nc1ccccn1)NC(C(F)(F)F)C(F)(F)F
Compound,43,44,45,46,47,48
NSD2 inh,·,5,2,8,-3,-1
PfHsp90 set2,-2,33,4,2,10,-24
CAL PDZ FP-1,0.0,-1.3,0.1,-0.9,-0.3,-0.6
CAL PDZ FP-2,1,-3,-4,-1,-6,0
Rtt109 Vps75,-2,3,·,-6,7,14
SR-BI HDL uptake,-7,·,-7,·,-2,-28
dFosB act,-7,-8,-7,-4,-4,-3
SR-BI DiI-HDL act,7,·,7,·,2,28
PvdQ acylase,-4,-15,-4,-8,-10,2
MITF act,3,7,14,-12,2,10

49: CC(C)(C)c1ccc(NC(=O)NC2CCCc3ccccc32)cc1 (stereo unspecified)
50: COCCNC(=O)C(c1ccccc1)N(CCOC)C(=O)Cn1nnc2ccccc21 (stereo unspecified)
51: Cc1ccccc1OCC(=O)NCC(=O)OCC(=O)c1ccc([N+](=O)[O-])cc1
52: O=C(c1ccccc1NS(=O)(=O)c1ccc(F)cc1F)N1CCCCC1
53: Cc1ccc(NC(=O)CCc2c(C)nn(-c3ccc(N4CCOCC4)nn3)c2C)cc1F
Compound,49,50,51,52,53
NSD2 inh,0,1,20,1,-6
PfHsp90 set2,-8,24,-10,0,-3
CAL PDZ FP-1,-1.6,0.4,-0.4,-0.1,-2.2
CAL PDZ FP-2,5,-3,-1,-2,-2
Rtt109 Vps75,5,2,130*,-3,0
SR-BI HDL uptake,45,-25,-12,-7,38
dFosB act,-2,-3,-6,0,-17
SR-BI DiI-HDL act,-45,25,12,7,-38
PvdQ acylase,-4,-1,-13,-17,-11
MITF act,·,-4,-10,-3,60

Compound activity deposited in PubChem by Broad Institute.
